A3A deaminase: inhibitors of human APOBEC3A DNA deaminase; P31941; recombinant A3A, FAM/TAMRA ssDNA deamination fluorescence; inhibition, % at 20 µM; 330,000 compounds, 0.41% hits; AID 493011;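 active = at least 40% inhibition at 20 µM here, with at most 30% in a related deaminase screen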;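 also: plate controls were A3A with DMSO for no effect and wells lacking A3A enzyme for full effect; some results filed as inactive read as strong as hits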
Target sequence (P31941 whole entry, looked up): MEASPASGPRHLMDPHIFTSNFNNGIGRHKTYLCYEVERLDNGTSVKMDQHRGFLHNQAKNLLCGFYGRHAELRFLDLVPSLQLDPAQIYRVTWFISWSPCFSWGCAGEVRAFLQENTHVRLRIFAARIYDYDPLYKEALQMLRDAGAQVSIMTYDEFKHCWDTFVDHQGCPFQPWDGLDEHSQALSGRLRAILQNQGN
MPTP inh: permeability transition pore inhibition; isolated mouse mitochondria, Ca2+ swelling absorbance, 30 min; inhibition, % at 10 µM; 360,000 compounds, 1.4% hits; AID 602449;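 active = inhibition of 50% or more, scaled per plate between neutral and stimulator controls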;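 also: 0% = DMSO wells given calcium and 100% = 1 mM EGTA wells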
beta cell repl: inducers of beta-cell replication in MIN6 cells; proliferation, % at 10 µM; 330,000 compounds, 0.29% hits; AID 2380; MIN6 cells proliferation, ATPlite luminescence, 48 h; cells starved in 0.2% serum; 100% = growth in 10% serum;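 active = compounds whose signal lies at least 3.5 SD above the mean of all wells on their plate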;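 also: 0% = DMSO-treated cells in low-serum medium and 100% = 10% serum control; some compounds called inactive have numbers as strong as hits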
mIAP activ: mouse IAP activation. muIAP, CDP-Star luminescence, 30 min; active compounds read high; 1 = vehicle-only enzyme signal, 0 = enzyme-free wells. activation factor at 10 µM. 330,000 compounds, 0.24% hits;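 active = activation factor of at least 2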; also: the source names both 10 and 20 µM as test concentration; values of inactives mirror those of a sister screen read the other way
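Assay system: mouse IAP enzyme / Compound: DMSO-dissolved test compounds / Timing: 30 min, room temperature / Measured by: luminescence from enzymatic CDP-Star hydrolysis / Control set: DMSO-only wells, enzyme-free buffer wells as negative control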
GRIN3A LBD mod: modulators (binders) of human NR3A ligand-binding domain; NR3A LBD differential scanning fluorimetry, Tm shift; 0% = protein alone, 100% = glycine-bound protein; Tm shift relative to glycine control, % at 25 µM; 340,000 compounds, 2.5% hits; AID 1259313;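 active = melting temperature shift of at least 10% of the positive control shift, at one fixed dose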
mIAP block: blocks mouse intestinal alkaline phosphatase. purified mouse IAP, CDP-Star luminescence, 30 min. inhibition, % at 10 µM. 330,000 compounds, 0.2% hits. AID 2806;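 active = inhibition of at least 40% at 10 µM in the primary screen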;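 also: plate controls were DMSO with enzyme for no effect and no enzyme wells for full effect; values of inactives mirror those of a sister screen read the other way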
hIAP inh: human IAP inhibition; purified IAP, CDP-Star luminescence, 30 min; inhibition, % at 10 µM; AID 2544; 330,000 compounds, 0.12% hits;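 active = inhibition reaching a set limit with compound at 10 µM in the primary screen, cut at about 35% in these data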;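 also: plate controls were DMSO wells with enzyme for no effect and no-enzyme buffer wells for full effect; values of inactives mirror those of a sister screen read the other way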
A3G deaminase: APOBEC3G (human) deaminase inhibition; AID 493012; Q9HC16; inhibition, % at 20 µM; 330,000 compounds, 0.28% hits; recombinant A3G, ssDNA deamination FAM/TAMRA fluorescence;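 active = inhibition of at least 40% at 20 µM, with no more than 30% in the related APOBEC3A deaminase screen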;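 also: plate controls were DMSO wells with A3G for no effect and wells lacking A3G enzyme for full effect; some compounds called inactive have numbers as strong as hits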
Target sequence (Q9HC16 whole entry, looked up): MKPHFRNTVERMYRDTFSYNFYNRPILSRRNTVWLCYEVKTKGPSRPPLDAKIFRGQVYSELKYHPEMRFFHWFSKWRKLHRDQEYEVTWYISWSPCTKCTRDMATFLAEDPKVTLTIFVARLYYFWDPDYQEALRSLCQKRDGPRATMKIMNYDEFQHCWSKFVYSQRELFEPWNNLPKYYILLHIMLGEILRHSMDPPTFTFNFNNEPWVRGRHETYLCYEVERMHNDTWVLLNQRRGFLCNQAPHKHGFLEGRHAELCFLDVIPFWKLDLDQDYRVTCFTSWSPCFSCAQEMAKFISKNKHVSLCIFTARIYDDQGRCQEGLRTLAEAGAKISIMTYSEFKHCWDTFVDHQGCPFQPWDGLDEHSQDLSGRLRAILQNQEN
hIAP act: increases human intestinal alkaline phosphatase activity; 330,000 compounds, 0.16% hits; purified human IAP, CDP-Star luminescence, 30 min; active compounds read high; 1 = vehicle-only enzyme, 0 = enzyme-free background; P09923; AID 2524; activation factor at 10 µM;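 active = activation factor of the enzyme at least 2-fold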; also: the source names both 10 and 20 µM as test concentration; values of inactives mirror those of a sister screen read the other way
* marks the source's active call; other numbers are inactive results; i = inactive; · = not tested or not shown.

entry	mol	A3A deaminase	MPTP inh	beta cell repl	mIAP activ	GRIN3A LBD mod	mIAP block	hIAP inh	A3G deaminase	hIAP act
1	CCCCn1c(=O)c(Cc2ccccc2)c(O)c2ccccc21	-1	0.4	1	0.93	3	7	1	4	0.99
2	O=C(COC(=O)c1cccc(S(=O)(=O)N2CCCC2)c1)Nc1ccccc1Cl	4	14	-3	0.99	0	1	-7	2	1.1
3	COc1cccc(N(C(=O)c2nc3nccc(C)n3n2)c2nc3ccccc3s2)c1	-1	4.2	-4	1.2	-5	-16	1	-5	0.99
4	COc1ccccc1C(=O)Nc1nc2ccccc2s1	-3	-0.1	-4	0.9	-2	10	9	-12	0.91
5	O=C(c1ccccc1Oc1ccc(C(F)(F)F)cc1[N+](=O)[O-])N1CCOCC1	0	1.6	-1	1	2	-2	-17	-6	1.2
6	N#Cc1cc2c(nc1SCC(O)CS(=O)(=O)Cc1ccccc1)CCCC2 (stereo unspecified)	18	1.6	-3	1.1	2	-6	-11	-5	1.1
7	CCCN1CCN(CCCNC(=O)C(CC)n2nc(C)n3c(cc4occc43)c2=O)CC1 (stereo unspecified)	-5	-2.2	0	1	-1	-3	-6	-6	1.1
8	CC(=O)Nc1ccc(C(=O)OCC(=O)N(C)C2CCCCC2)cc1	-1	-1.1	3	1.2	0	-19	-8	10	1.1
9	COc1ccc(NC(=O)Cn2nnc(-c3ccccc3F)n2)cc1Cl	-2	-0.4	-2	0.98	-13	2	18	-3	0.82
10	Cc1cc(-c2ccco2)n2c(nc3ccccc32)c1C#N	-3	-1.8	-2	0.96	-2	4	1	-2	0.99
11	CC(=O)c1cn(CC(=O)Nc2ccccc2)c2ccccc12	1	0.8	-1	1	2	-4	-56	-8	1.6
12	N#CCSc1nc(Nc2ccc3c(c2)OCO3)c2ccccc2n1	-2	0.5	-2	0.9	-13	10	20	-7	0.8
13	C=CCC[C@@H](Cc1ccc(F)cc1)C(=O)OC[C@H](Cc1c[nH]c2ccccc12)NC(=O)[C@H](CC=C)CC(=O)NCCO	-1	1.0	-6	1	-4	-1	-4	-8	1
14	CN(/N=C/c1ccc(Cl)cc1Cl)c1ncc(Cl)cc1C(F)(F)F	1	-0.8	-1	0.93	1	7	9	-6	0.91
15	CC(/C=N/n1c(-c2cccnc2)n[nH]c1=S)=C\c1ccccc1	-4	16	0	0.99	3	1	0	23	1
16	Cc1ccc(S(=O)(=O)N2CCN(C)CC2c2ccccc2)cc1 (stereo unspecified)	-2	0.1	-4	0.99	-2	1	-6	-1	1.1
17	CN(C)c1ccc(N=Nc2ccccc2Br)cc1	0	1.4	-6	0.81	0	18	42*	-1	0.58
18	CCN(CC(=O)Nc1c(F)cccc1F)C(=O)c1nc2nc(C)cc(C)n2n1	1	-0.1	-5	1	0	-2	3	2	0.97
19	C#CCOCCOCCOCCNc1nc(N2CCN(C(=O)CCCCCCCCCCNC(=O)[C@H]([C@@H](C)CC)n3cc(CCCCCN)nn3)CC2)nc(N2CCN(C(=O)CCCCCCCCCCNC(=O)[C@H]([C@@H](C)CC)n3cc(CCCCN=C(N)N)nn3)CC2)n1	3	-15	-8	18*	·	i	-16	-1	1.2
20	O=C(NN=C1CCCCCCCCCCC1)c1ccncc1	1	1.3	-3	1.1	-3	-5	12	-4	0.88
21	Cc1cc(Cl)ccc1OCC(=O)Nc1ccccc1NS(=O)(=O)c1cccs1	1	52*	-6	1	14*	-3	0	-3	1
22	S=c1c2c(nc3nc[nH]n13)CCC2	-1	1.3	1	0.93	-1	7	0	-8	0.99
23	CSc1nsc(SC)c1NC(=O)OC1CCCCC1	2	26	0	1.1	0	-7	-16	-1	1.2
24	Fc1ccc(CNC2CCN(Cc3ccccc3)CC2)cc1	0	-0.3	-2	0.95	1	4	-21	-5	1.2
25	COc1cccc(C(=O)N(Cc2cccs2)C2CCS(=O)(=O)C2)c1 (stereo unspecified)	3	1.3	0	1.1	1	-6	10	2	0.91
26	Cn1nc(C(F)(F)F)c(-c2ccccc2)c1NC(=O)CCC(=O)O	-2	1.2	0	0.98	2	2	8	-4	0.92
27	CCCCCCC1/C(=N/O)CCC1C(=O)OC (stereo unspecified)	-2	1.5	0	0.91	0	9	-1	-3	1
28	CCCS(=O)(=O)C(=C1Nc2ccccc2N1)S(=O)(=O)CCC	3	-0.5	7	1.1	-2	-8	-17	1	1.2
29	CC(NS(=O)(=O)c1ccc(Cl)cc1)C(=O)NCCC1=CCCCC1 (stereo unspecified)	-1	0.5	-2	0.93	-1	7	-7	-5	1.1
30	O=C(Nc1ccc2c(c1)OCCO2)c1cccnc1Oc1ccccc1	-5	1.5	-1	0.99	-1	1	-6	-14	1.1
31	COc1ccc(C(C#N)c2nc3ccccc3nc2Cl)cc1 (stereo unspecified)	-3	0.4	-4	0.94	-1	6	0	-8	1
32	COc1cccc(C(=O)NC2CCCc3c2cnn3-c2ccc(C)c(C)c2)c1OC (stereo unspecified)	-6	-0.6	-4	1	0	-3	-42	-7	1.4
33	COc1ccc(NC(=O)N2CCC(c3ccccc3)C2)c(OC)c1 (stereo unspecified)	-3	0.6	-2	1	4	-4	-2	-8	1
34	O=C(COc1ccccc1F)Nc1cc(S(=O)(=O)N2CCOCC2)ccc1N1CCOCC1	1	-2.7	-1	0.94	1	6	9	-4	0.91
35	O=C(Nc1cccc(NC(=O)c2nccc3ccccc23)c1)c1ccco1	-3	0.5	-2	0.91	19*	9	-2	-4	1
36	CSCCC(NC(=O)OC(C)(C)C)C(=O)Oc1ccc2c(=O)c(-c3ccc4c(c3)OCCO4)coc2c1 (stereo unspecified)	-6	5.6	-6	1.1	6	-7	-10	-5	1.1
37	CN(C)c1ccc(NC(=S)N(CCc2ccccc2)C2CC(=O)N(c3c(Cl)cccc3Cl)C2=O)cc1 (stereo unspecified)	-3	0.4	-4	1.7	-3	-70	-6	-5	1.1
38	CC1CC(C)(C)NC(=S)N1CCC(=O)N1CCN(Cc2ccccc2)CC1 (stereo unspecified)	3	-1.2	-1	0.9	0	10	16	2	0.84
39	O=C(Nc1ccc(N2CCOCC2)cc1)c1cccc(-n2cnnc2)c1	-3	2.4	-4	1	-3	-3	-6	4	1.1
40	O=c1cc(Cl)[nH]c(=O)n1Cc1ccccc1	-1	0.3	1	1	-4	-4	-4	-5	1
41	CCOC(=O)C1=C(COC(=O)c2ccc(OC(C)C)cc2)NC(=O)NC1C (stereo unspecified)	-1	-0.1	3	1.1	2	-6	4	-1	0.96
42	CN1C(C(=O)Nc2ccc(F)cc2F)=CC(c2ccco2)=NS1(=O)=O	0	-1.4	-3	1	1	0	-22	-4	1.2
43	CCc1nc(NCCC(C)C)c2nnn(Cc3ccccc3)c2n1	-3	0.5	-1	1	0	0	4	-7	0.96
44	CCOC(=O)Cn1nc(C)n(-c2cccc(Cl)c2)c1=O	-8	-0.2	-1	1	-2	0	-12	-7	1.1
45	O=C(NC1CCN(C(=O)NCc2ccccc2)CC1)c1ccc(F)cc1	-2	-0.2	0	0.98	1	2	9	-13	0.91

Given with two lines to a compound: entries from further up
The line under a structure holds: A3A deaminase, MPTP inh, beta cell repl, mIAP activ, GRIN3A LBD mod, mIAP block, hIAP inh, A3G deaminase, hIAP act
#10 Cc1cc(-c2ccco2)n2c(nc3ccccc32)c1C#N
    -3, -1.8, -2, 0.96, -2, 4, 1, -2, 0.99
#19 C#CCOCCOCCOCCNc1nc(N2CCN(C(=O)CCCCCCCCCCNC(=O)[C@H]([C@@H](C)CC)n3cc(CCCCCN)nn3)CC2)nc(N2CCN(C(=O)CCCCCCCCCCNC(=O)[C@H]([C@@H](C)CC)n3cc(CCCCN=C(N)N)nn3)CC2)n1
    3, -15, -8, 18*, ·, i, -16, -1, 1.2

Next part
entry	mol	A3A deaminase	MPTP inh	beta cell repl	mIAP activ	GRIN3A LBD mod	mIAP block	hIAP inh	A3G deaminase	hIAP act
46	Cc1ccc(S(=O)(=O)N(CC2CO2)c2ccccc2[N+](=O)[O-])cc1 (stereo unspecified)	-2	0.0	-4	0.95	-2	5	0	-5	1
47	CCn1c(SCC(=O)NCC(=O)Nc2ccc(F)cc2)nnc1-c1ccncc1	-1	8.3	0	1	-2	-2	3	-8	0.97
48	CCn1c(COc2ccc(C)cc2)nnc1SCC(=O)NCc1ccco1	1	-2.7	-5	1	-3	-1	20	1	0.81
49	COc1ccc(/C=C(\NC(=O)c2ccc([N+](=O)[O-])cc2)C(=O)NCCCn2ccnc2)cc1	-2	-0.7	2	1	0	0	13	-8	0.87
50	Nc1ncnc2c1ncn2[C@@H]1O[C@H](CNC(=O)[C@@H](N)COCc2ccccc2)[C@@H](O)[C@H]1O	3	-0.9	·	0.87	-4	13	·	3	·
51	Cc1c(C)c(C)c(S(=O)(=O)NCCc2ccncc2)c(C)c1C	-3	1.8	1	1	0	0	-21	-7	1.2
52	Cc1nn(-c2ccccc2)c2sc(C(=O)NNC(=O)COc3ccccc3)cc12	1	3.7	-1	0.88	-3	12	-36	0	1.4
53	COc1ccccc1-n1c(N)c(C(N)=O)sc1=S	-7	0.3	-4	0.96	0	4	4	2	0.96
54	CCc1ccc(OC(=O)Cc2ccc(OC)c(S(=O)(=O)N3CCOCC3)c2)cc1	11	-0.3	0	1	1	-1	12	-7	0.89
55	Cn1cc(CN2CCC(C(O)c3cccs3)CC2)c(-c2cccc(Cl)c2)n1 (stereo unspecified)	1	0.2	2	0.99	-3	1	9	-10	0.91
56	COc1cccc(CC(=O)N2CCC(n3nccc3NC(=O)C3CC3)CC2)c1	0	0.5	-2	1.1	2	-6	-6	-5	1.1
57	N=c1c(S(=O)(=O)c2ccc(Br)cc2)cc2c(=O)n3ccccc3nc2n1Cc1ccco1	7	1.8	-7	0.81	-1	19	6	10	0.94
58	COc1ccc(C2Oc3ccccc3N2C(C)=O)cc1 (stereo unspecified)	1	-1.6	3	0.98	-1	2	-15	-5	1.1
59	O=C(CNS(=O)(=O)c1ccc2ccccc2c1)Nc1ccc(F)c(F)c1F	-4	3.4	-5	0.87	35*	13	12	-5	0.88
60	COc1ccc(NC(=O)c2ccc(=O)[nH]c2)cc1S(=O)(=O)N1CCOCC1	2	0.4	0	1.1	1	-7	-5	-7	1

High-throughput results: PubChem BioAssay, Sanford-Burnham Center for Chemical Genomics

Rows were taken by chance. About 5% of those tested had a hit in this group.
